ATXN viability = cell viability loss in ATXN counter-screen; S2 cells (HEK-293 line with an ATXN2-luciferase reporter) viability, CellTiter-Fluor protease fluorescence, 24 h; Potency, µM (highest dose often 56.7 µM), usual class: cytotoxic; actives 0.49% (n = 400,000); AID 651635; note: potency is the fitted concentration of half-maximal effect; nearly all actives have a fitted effect of over 40% in size
HT1080 IDH1KD tx = toxicity to HT-1080 IDH1 knockdown cells (counter line); HT-1080 IDH1 knockdown viability, ATP luminescence, 48 h; AID 686971; actives 2% (n = 360,000); Potency, µM (doses to about 46.1 µM), for inactives: at the highest dose activity, negative = toxicity, usual class: cytotoxic;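 note: potency is the fitted concentration of half-maximal effect; 0% = DMSO wells and -100% = cell-free medium wells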
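After a 2 h attachment period, IDH1KD HT-1080 cells took pin-transferred compound for 48 h at 37 °C; ATP-based luminescence after 10 min room-temperature reagent incubation reported viability.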
IL-1B inflam inh = blocks inflammasome-driven IL-1 beta release. THP-1 LPS/ATP IL-1B secretion, AlphaLISA, 16 h; stronger effect = lower value. activity change, % at 57.5 µM. actives 4.7% (n = 360,000); in the data active = activity change below about -50%; inconclusive = mostly about -30% to -49%; note: % is set by controls: 0 for no effect and ±100 for the full control effect
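THP-1 cells pretreated 1 hr with compounds (up to 57.5 uM final), then stimulated with LPS (250 ng/mL final) plus ATP (1.25 mM final); secreted IL-1B measured by AlphaLISA after 16 hr, decreased signal indicating inhibition.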
HT1080NT lethal = kills 2HG-producing HT-1080-NT fibrosarcoma cells | AID 686970 | actives 1.6% (n = 360,000) | HT-1080-NT fibrosarcoma viability, CellTiter-Glo ATP luminescence, 48 h | Potency, µM (titrated, usually from 46.1 µM), inactives show at the highest dose activity, negative = less viability, usual class: cytotoxic;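 note: NT is the 2HG producing partner of a matched IDH1 knockdown line; potency is the fitted concentration of half-maximal effect; 0% = DMSO-treated cells and -100% = media-only wells without cells; nearly all actives have a fitted effect of over 55% in size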
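A 48-hour cytotoxicity screen used HT-1080-NT cells plated 2 hours before compound delivery. ATP-based CellTiter-Glo luminescence measured viability, normalized to DMSO and no-cell controls.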
ATXN2 expr inh = reduces ATXN2 reporter expression in HEK-293 cells; AID 1745845; actives 0.72% (n = 360,000); HEK-293 ATXN2-luciferase reporter, luminescence, 24 h; Potency, µM (doses to about 57 µM), without a hit: top-dose activity change, negative = inhibition, most hits filed as inhibitors; note: potency is the fitted concentration of half-maximal effect; % is set by controls: 0 for no effect and ±100 for the full control effect; nearly all actives have a fitted effect of over 55% in size
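ATXN2-luciferase reporter cells (luciferase flanked by upstream and downstream ATXN2 gene portions) were treated 24 h at 37 °C with compounds at up to 57 uM. SteadyGlo luminescence gave expression; GF-AFC fluorescence gave viability.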
SW480 rereplic = DNA re-replication induction in SW480 cells; SW480 DNA re-replication, Hoechst DNA content imaging, 48 h; Potency, µM (titrated, usually from 46.1 µM), for the others: at the highest dose re-replication activation, hits mostly activators; actives 1.8% (n = 340,000); note: potency is the fitted concentration of half-maximal effect; % of control where 0% means no effect; nearly all actives have a fitted effect of over 55% in size
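Per well, 250 cells were exposed to pinned compound for 48 hr. Nuclear DNA was visualised with Hoechst (40 min, 37 C) and total object intensity recorded by fluorescence scanning.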
HepG2 tox = counter-screen for TGF-b inhibitors: cytotoxicity in HepG2 cells. actives 0.76% (n = 410,000). Potency, µM (doses to about 46.1 µM), for the others: at the top dose activity change, negative = cytotoxicity, most hits filed as cytotoxic. HepG2 CAGA-GFP viability, ATP luminescence, 18 h; note: potency is the fitted concentration of half-maximal effect; some results filed as inactive show a strong effect at the top dose
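HepG2 CAGA-GFP cells (1000/well, DMEM with 1% FBS) received compound, then TGF-beta at 500 pg/mL final, and were incubated 18 hours at 37 degrees C. Viability was read by CellTiter-Glo luminescence. Media-only wells were set as complete cell-killing and DMSO as no toxicity.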
KB-3-1 cytotox = KB-3-1 parental cell cytotoxicity; KB-3-1 viability, CellTiter-Glo ATP luminescence, 72 h; actives 1.4% (n = 400,000); Potency, µM (highest dose often 46.1 µM), for the others: at the highest dose activity change, negative = cytotoxic, usual class: cytotoxic; note: potency is the fitted concentration of half-maximal effect; % is set by controls: 0 for no effect and ±100 for the full control effect; nearly all actives have a fitted effect of over 60% in size
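Using CellTiter-Glo luminescence, growth of non-resistant KB-3-1 adenocarcinoma cells is assessed 72 h after pin-tool compound addition at 37 °C. Normalized responses across the concentration series yield fitted curves.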
MCF10A rerep = inducers of DNA re-replication in MCF 10A breast cells | MCF 10A DNA re-replication, Hoechst nuclear intensity, 48 h | Potency, µM (titrated, usually from 46.1 µM), for inactives: at the highest dose activity, positive = re-replication, usual class: activators | actives 2.9% (n = 350,000) | AID 624296; note: potency is the fitted concentration of half-maximal effect; % of control where 0% means no effect; nearly all actives have a fitted effect of over 50% in size
Numbers without * were called inactive; i = inactive; u = inconclusive; x = no result given; & = joins results of further samples; [ ] = dose if it differs, or a comment. Unless noted, calls come from the whole dose curve; as a rule, active = well fitted curve in the direction sought with a large enough effect; inconclusive = small, poorly fitted or top-dose-only effect, or another doubt; inactive = no such curve, though single readings can be large; an effect the other way counts as inactive or inconclusive.

Values run as follows: ATXN viability	HT1080 IDH1KD tx	IL-1B inflam inh	HT1080NT lethal	ATXN2 expr inh	SW480 rereplic	HepG2 tox	KB-3-1 cytotox	MCF10A rerep
(1) CC1(C)CC2CC(C)(CN2S(=O)(=O)c2ccc(C(=O)Nc3cc(S(=O)(=O)N4CCOCC4)ccc3Cl)cc2)C1 (configuration not stated)
 : i	0%	48	11%	-4%	-8%&-4%	8%	-26%	u
(2) Cc1ccc(C)c(NC(=O)CSc2ncc(S(=O)(=O)c3ccc(C)c(Cl)c3)c(=O)[nH]2)c1
 : i	x	x	x	4%	x	19%	12%	x
(3) CC(C)CNC(=O)c1ccccc1SCC(=O)NC12CC3CC(CC(C3)C1)C2
 : i	-8%	-24	0%	-18%	9%	25%	15%	-1%
(4) COCCNC(=O)/C(C#N)=C/c1c(N2CCN(c3cccc(Cl)c3)CC2)nc2c(C)cccn2c1=O
 : i	-11%	u	u	x	u	-41%	-15%	0%
(5) CC(NC(=O)COC(=O)Cc1ccc(-c2ccccc2)cc1)c1ccccc1 (configuration not stated)
 : i	11%	12	12%	2%	-4%	0%	19%	4%
(6) CCCCC1=CC2=C(c3ccco3)C(=O)C(C)(OC(=O)c3ccc(OC)cc3)C(=O)C2=CN1c1ccc(OC)cc1 (configuration not stated)
 : u	2%	-16	2%	7%	12%	-6%	9%	-5%
(7) Cc1nc(SCC(=O)Nc2cc(C)on2)c2c(C)c(C)sc2n1
 : i	0%	37	-1%	3%	7%	12%	3%	u
(8) CC(C)CC1CCCCC1OC(=O)C[N+]1(C)CCCCC1 (configuration not stated)
 : i	0%	-19	-4%	-8%	-3%	1%	0%	u
(9) COc1ccc(-n2c(SCC(=O)Nc3nccs3)nc3c(c2=O)SC(C)C3)cc1 (configuration not stated)
 : i	-2%	-3	-10%	2%	-1%	-5%	-9%	-6%
(10) Cc1cccc(NC(=O)NNC(=O)CCc2ccccc2)c1
 : i	17%	0	13%	-4%	1%	1%	9%	-14%
(11) Nc1nc(NCCc2ccccc2)nc(NCCO)c1[N+](=O)[O-]
 : i	-7%	110	-2%	-4%	22%	1%	11%	8%
(12) N#Cc1ccc(CN2CCN(c3ccc(S(=O)(=O)N4CCCC4)cn3)CC2)cc1
 : i	-3%	0	9%	-8%	u	4%	7%	5%
(13) Cc1ccc(C2Nc3cccc4cccc(c34)N2)s1
 : i	-13%	-8	-8%	2%	-12%	-4%	-9%	3%
(14) COc1cccc(/C=N/Nc2c(Cl)cncc2Cl)c1O
 : u	u	-7	u	33%[activator]	-3%	-28%	-5%	u
(15) COc1ccc(S(=O)(=O)n2ccc(-c3ccc4c(c3)CCC(C)(C)O4)n2)cc1
 : i	u	x	-24%	19%	u	2%	-27%	u
(16) Cc1ccc(SC2=C(Sc3ccc(C)cc3)C(=O)c3ccccc3C2=O)cc1
 : x	-2%	-74*	3%	u	8.2µM*	-9%	-2%	3.3µM*
(17) COc1cccc(NC(=O)Nc2nnc(N3C(C)CCCC3C)s2)c1 (configuration not stated)
 : i	11%	41	3%	37%[activator]	-1%	-26%	-4%	12%
(18) Cc1c(NC(=O)Nc2ccc(C(C)C)cc2)c(=O)n(-c2ccccc2)n1C
 : i	-6%	40	9%	6%	-2%	8%	4%	-35%[inhibitor]
(19) Cc1ccc(C(=O)Nc2cccc(C(F)(F)F)c2)cc1NC(=O)c1ccno1
 : u	5%&7%	u	3%&-11%	-22%&-26%	1%	-33%&-22%	-9%&2%	-4%
(20) COCCN(CCOC)S(=O)(=O)c1ccc(C(=O)NCCCN2CCOCC2)cc1
 : i	13%	15	16%	0%	-2%[9.22 µM]	8%	5%	1%

Filtered by structure: the entries above containing a cyano group.
Values run as follows: ATXN viability	HT1080 IDH1KD tx	IL-1B inflam inh	HT1080NT lethal	ATXN2 expr inh	SW480 rereplic	HepG2 tox	KB-3-1 cytotox	MCF10A rerep
(4) COCCNC(=O)/C(C#N)=C/c1c(N2CCN(c3cccc(Cl)c3)CC2)nc2c(C)cccn2c1=O
 : i	-11%	u	u	x	u	-41%	-15%	0%
(12) N#Cc1ccc(CN2CCN(c3ccc(S(=O)(=O)N4CCCC4)cn3)CC2)cc1
 : i	-3%	0	9%	-8%	u	4%	7%	5%

Additional records.
Values run as follows: ATXN viability	HT1080 IDH1KD tx	IL-1B inflam inh	HT1080NT lethal	ATXN2 expr inh	SW480 rereplic	HepG2 tox	KB-3-1 cytotox	MCF10A rerep
(21) CN1CCN(CCCNC(=O)Nc2cccc3ccccc23)CC1
 : i	2%	5	2%	6%	-2%	1%	10%	-1%
(22) CCOC(=O)Cc1nnc(NC(=O)CSc2nc3ccccc3[nH]2)s1
 : i	25%	-18	28%	1%	18%	-2%	6%	7%
(23) O=C(N1CCCC1)C12CC3CC(CC(Cl)(C3)C1)C2
 : i	11%	25	5%	x	-2%	0%	2%	-4%
(24) Cc1ccc(C)c(N2CCN(c3nccn4nc(-c5ccc(Br)cc5)cc34)CC2)c1
 : i	x	x	x	13%	x	-12%	u	x
(25) CC(C)(C)N(Cc1ccccc1)C(=O)COC(=O)C1CC(=O)N(Cc2ccccc2)C1 (configuration not stated)
 : i	-19%	3	-17%	-6%	-5%	-25%	6%	u
(26) Cc1ccccc1N(CC(=O)NC(C)(C)C)C(=O)CCC(=O)Nc1nccs1
 : x	10%	16	10%	x	1%	-1%	5%	-1%
(27) CCn1c(COc2c(C)cccc2C)nnc1SCC(=O)N1CCN(c2ccccc2)CC1
 : i	-15%	u	-10%	u	0%[9.22 µM]	-4%	-12%	-9%
(28) Cc1cc(/C=C(\C#N)C(=O)NCc2cccs2)c(C)n1-c1ccc([N+](=O)[O-])cc1
 : i	-8%	-2	1%	-15%	-7%	-20%	14%	4%
(29) COc1ccccc1NC(=O)CSc1nnc(-c2ccco2)n1N
 : i	0%	0	0%	-8%	-30%	9%	1%	1%
(30) Cc1ccc(-c2cc(C(=O)Nc3c(C)n(C)n(-c4ccccc4)c3=O)[nH]n2)c(O)c1
 : i	-5%	-16	-1%	-7%	0%	-1%	-3%	-3%
(31) CC(C)c1nnc(SCC(=O)NC(C)(C)C)n1C
 : i	-1%	2	3%	-12%	-1%	2%	-8%	6%
(32) O=[N+]([O-])c1ccc(N2CCCCC2)nc1N1CCCCC1
 : i	u	-2	13%	1%	-93%[inhibitor]	-132%	-4%	u
(33) COC(=O)c1c(C)c[nH]c1C
 : i	9%	8	7%	4%	u	-7%	0%	2%
(34) Cc1ccc(OCC(O)CNC(C)c2ccccc2)cc1C (configuration not stated)
 : i	-21%	-23	0%	x	-2%	-40%	0%	0%
(35) CC(=O)Nc1ccc2nc(CN3CCN(Cc4ccc(F)cc4)C(CCO)C3)ccc2c1 (configuration not stated)
 : i	2%	8	3%	x	3%	12%	4%	-2%
(36) COc1ccc2oc(=O)c(C(=O)Nc3ccccc3C)cc2c1
 : i	2%	19	3%	x	-2%	-26%	-5%	1%
(37) CCN(CC)S(=O)(=O)c1ccc2c(c1)N(CC(=O)NCCCN1CC(C)CC(C)C1)C(=O)CO2 (configuration not stated)
 : i	1%	u	3%	-5%	-21%	4%	0%	-3%
(38) CC(C(=O)c1ccccc1)n1c(N2CCOCC2)nc2c1c(=O)n(C)c(=O)n2C (configuration not stated)
 : i	17%	-4	25%	2%	-1%	-26%	18%	15%
(39) COc1ccc2cc(C)c3nnc(SCC(=O)Nc4nc(-c5ccc(F)cc5)cs4)n3c2c1
 : i	-4%	8	-6%	-1%	-4%	0%	u	u
(40) CCOc1ccc(OCC)c(NC(=O)c2c(C)nn(-c3ccccc3)c2-n2cccc2)c1
 : i	x	x	x	31%	x	-11%	u	x
(41) CCOC(=O)C(CC)Sc1nnc2cc(C)c3ccccc3n12 (configuration not stated)
 : i	0%	8	2%	-1%	2%	-12%	3%	4%
(42) COc1ccc(C(=O)Nc2nc(C)c3cc4c(cc3n2)OCO4)cc1
 : i	u	47	u	30%	4%	0%	-4%	u
(43) Cc1ccccc1NC(=O)COC(=O)C1=COCCO1
 : i	18%	4	-1%	x	4%	1%	4%	7%
(44) Cc1cc(C(=O)N/N=C/C=C/c2ccccc2)n[nH]1
 : i	u	-23	29%	2%	u	6%	-5%	-16%
(45) COC(=O)C1=C(C)Nc2c(c(=O)n(C)c(=O)n2C)C1c1ccc(Cl)cc1 (configuration not stated)
 : i	11%	-5	1%	7%	-41%[inhibitor]	4%	-2%	1%
(46) Cc1ccc(S(=O)(=O)C(F)(F)F)cc1NC(=O)c1cccnc1
 : i	12%	-2	19%	-1%	0%	10%	0%	-1%
(47) CCOC(=O)c1c(/N=C/c2cc(C)ccc2O)sc2c1CCN(C)C2
 : i	16%	-1	14%	-21%	-1%	-33%	6%	-1%
(48) O=c1c(C=Nc2ccc(Oc3ccccc3)cc2)c[nH]n1-c1cccc(Cl)n1
 : u	9%	13	12%	u	0%	11%	-30%	u
(49) CNc1c(NS(=O)(=O)c2ccc(F)c(Cl)c2)c(=O)oc2ccccc12
 : i	u	-2	-17%	-11%	1%	-17%	-2%	3%
(50) CCOCCCNC(=O)C1CCCN(S(=O)(=O)c2ccc(-n3cnnn3)cc2)C1 (configuration not stated)
 : i	-8%	9	1%	-5%	-7%	30%	0%	10%
(51) Cn1cc(S(=O)(=O)N2CCCCC2)cc1C(=O)N1CCN(c2ccc(F)cc2)CC1
 : i	x	x	x	6%	x	4%	8%	x
(52) CCN1C(=O)CC(N2CCC(C(=O)N3CCCCCC3)CC2)C1=O (configuration not stated)
 : i	1%	-3	0%	x	-5%	-5%	-7%	-2%
(53) Cc1ccc(-c2nnc(SCC(=O)N(C)C)nc2-c2ccc(C)cc2)cc1
 : i	-1%	0	3%	9%	-2%	6%	-14%	19%
(54) O=C(NCc1ccc(OC(F)(F)F)cc1)c1cc(-c2ccccc2)nn1CC1CC(c2cccnc2)=NO1 (configuration not stated)
 : i	-1%	-13	-2%	-17%	22%	-3%	-3%	1%
(55) Nn1c(SCC(=O)NC2CCCCCC2)nnc1-c1ccco1
 : i	0%	-4	1%	x	x	2%	-12%	x
(56) N=C1c2ccccc2CN1NC(=O)c1cccc(S(=O)(=O)N2CCCCC2)c1
 : i	13%	25	11%	-12%	1%	-1%	-2%	-4%
